Pol III holo inh: blocks replication by bacterial DNA polymerase III holoenzyme. AID 603. reconstituted DNA polymerase III holoenzyme replication, biochemical. Potency, µM (top dose mostly 57.1 µM), for the others: top-dose activity change, negative = inhibition. hit rate 0.25% among 71,000; further: potency means the concentration at half of the fitted maximal effect; on the % scale 0 is the no-effect control and ±100 the full control effect
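Reconstituted *E. coli* holoenzyme (0.35 nM Pol III, 1 nM beta, 154 nM SSB, 2 nM primase) was preincubated with compound for 15 min at RT. Synthesis on 1.4 nM ssM13Gori ran 35 min, then was stopped with PicoGreen/EDTA and read as dsDNA fluorescence.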
FLuc inh: blocks Photinus pyralis firefly luciferase activity; P08659; purified firefly luciferase, luminescence, 8 min; Potency, µM (series often up to 57.1 µM), for inactives: at the highest dose activity change, negative = inhibition, actives largely listed as inhibitors; hit rate 2.2% among 72,000; further: potency means the concentration at half of the fitted maximal effect; on the % scale 0 is the no-effect control and ±100 the full control effect; nearly all actives have a fitted effect of over 40% in size
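Substrate buffer containing 10 uM ATP (pH 7.2 imidazole, Mg2+, KCl, detergent, BSA) is dispensed, compound pinned in, then luciferase/luciferin detector mix added. After 8 min at ambient temperature, light output is measured.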
ERK AVP inh: blocks ERK signaling stimulated by vasopressin | AID 995 | hit rate 0.99% among 72,000 | Potency, µM (series often up to 57.5 µM), without a hit: at the highest dose activity, negative = inhibition, hits mostly inhibitors | HEK293-V1b, vasopressin-stimulated pERK AlphaScreen; further: potency means the concentration at half of the fitted maximal effect; on the % scale 0 is the no-effect control and ±100 the full control effect; nearly all actives have a fitted effect of over 55% in size
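HEK293 cells stably expressing V1b receptor, preincubated 30 min at 37 °C with compound, then stimulated 5 min with 25 nM vasopressin. Phospho-ERK by AlphaScreen SureFire after 5 h RT; normalized to DMSO and vasopressin; AC50 by Hill fit.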
Rhodamine fluor: compound autofluorescence in rhodamine spectral region; Rhodamine-region fluorescence, 547/598 nm, Tris buffer; stronger effect = higher value; max dye-equivalent concentration, M; hit rate 0.05% among 59,000; AID 594; in the data active means max dye-equivalent concentration above about 11 nM; inconclusive means between about 1.1 nM and that limit
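Compounds in 100 mM Tris buffer, pH 8.0, were incubated 15 min at room temperature, then read at 547 nm excitation and 598 nm emission. Fluorescence was normalized against a per-plate six-point rhodamine standard curve as dye-equivalent concentration.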
HADH2 inhib: HADH2 (human) dehydrogenase inhibition; recombinant HADH2, NADH fluorescence, beta-hydroxybutyryl-CoA; AID 886; Potency, µM (titrated, usually from 57.1 µM), for inactives: at the top dose activity change, negative = inhibition, most hits filed as inhibitors; Q99714; hit rate 3.4% among 73,000; further: potency means the concentration at half of the fitted maximal effect; on the % scale 0 is the no-effect control and ±100 the full control effect; nearly all actives have a fitted effect of over 60% in size; many of its hits are not listed in these tables
Target sequence (Q99714 whole entry, looked up, one chain of several): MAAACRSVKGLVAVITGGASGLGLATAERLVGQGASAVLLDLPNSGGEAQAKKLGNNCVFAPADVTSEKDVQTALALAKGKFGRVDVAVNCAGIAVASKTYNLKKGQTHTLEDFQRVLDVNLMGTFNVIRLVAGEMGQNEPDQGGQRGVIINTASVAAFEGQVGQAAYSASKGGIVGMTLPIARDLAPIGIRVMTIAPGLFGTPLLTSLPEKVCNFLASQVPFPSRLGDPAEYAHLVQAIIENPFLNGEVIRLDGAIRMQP
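Buffer 100 mM Tris-HCl pH 9.0/0.01% Tween-20; HADH2 20 nM; NAD+ 1 mM; beta-hydroxybutyryl-CoA 90 uM (all final). 15 min cpd preincubation, RT.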
Hsp90 Hop PPI: changes Hsp90-Hop TPR2A binding signal, up or down; AlphaScreen TPR2A-His6 binding biotin-Hsp90 C-terminal peptide; hit rate 0.44% among 71,000; AID 595; Potency, µM (highest dose often 57 µM), inactives show at the highest dose activity change, negative = inhibition; active means well fitted curve in either direction with a large enough effect; inconclusive means small, poorly fitted or top-dose-only effect, or another doubt; further: potency means the concentration at half of the fitted maximal effect; on the % scale 0 is the no-effect control and ±100 the full control effect; many of its hits are not listed in these tables
Texas Red fluor: compounds fluorescent in Texas Red spectral region; Compound fluorescence, Texas Red channel, 547/618 nm; stronger effect = higher value; max dye-equivalent concentration, M; hit rate 0.06% among 59,000; AID 587; in the data active means max dye-equivalent concentration above about 10 nM; inconclusive means between about 1.1 nM and that limit
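Dye-equivalent concentrations come from scaling compound signal (ex 547, em 618 nm) to six Texas Red standard concentrations run on every plate, after 15 min room-temperature incubation in pH 8.0 Tris (100 mM).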
15-hLO inh: inhibitors of human 15-lipoxygenase (ALOX15). hit rate 1.4% among 74,000. purified 15hLO-1, xylenol orange hydroperoxide absorbance. AID 887. Potency, µM (highest dose often 57.1 µM), without a hit: top-dose activity change, negative = inhibition, most hits filed as inhibitors. P16050; further: potency means the concentration at half of the fitted maximal effect; on the % scale 0 is the no-effect control and ±100 the full control effect; nearly all actives have a fitted effect of over 55% in size
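Purified human 15hLO-1 (40 nM) in 25 mM Hepes pH 7.5, 0.01% Triton X-100, preincubated 15 min RT with compound, then 50 uM arachidonic acid for 6 min. Hydroperoxide read by ferrous/xylenol orange, 30 min; 573/405 nm absorbance ratio gave progress.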
Tau filament bind: tau filament binding; P10636; recombinant tau filaments, thioflavin S fluorescence, 15 h; filaments grown with octadecylsulfate alongside compound; Potency, µM (titrated, usually from 57.1 µM), for the others: top-dose activity change, negative = inhibition; hit rate 2% among 71,000;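 further: potency means the concentration at half of the fitted maximal effect; on the % scale 0 is the no-effect control and ±100 the full control effect; actives lower thioflavin S fluorescence by blocking filaments or displacing dye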
Target sequence (P10636 whole entry, looked up): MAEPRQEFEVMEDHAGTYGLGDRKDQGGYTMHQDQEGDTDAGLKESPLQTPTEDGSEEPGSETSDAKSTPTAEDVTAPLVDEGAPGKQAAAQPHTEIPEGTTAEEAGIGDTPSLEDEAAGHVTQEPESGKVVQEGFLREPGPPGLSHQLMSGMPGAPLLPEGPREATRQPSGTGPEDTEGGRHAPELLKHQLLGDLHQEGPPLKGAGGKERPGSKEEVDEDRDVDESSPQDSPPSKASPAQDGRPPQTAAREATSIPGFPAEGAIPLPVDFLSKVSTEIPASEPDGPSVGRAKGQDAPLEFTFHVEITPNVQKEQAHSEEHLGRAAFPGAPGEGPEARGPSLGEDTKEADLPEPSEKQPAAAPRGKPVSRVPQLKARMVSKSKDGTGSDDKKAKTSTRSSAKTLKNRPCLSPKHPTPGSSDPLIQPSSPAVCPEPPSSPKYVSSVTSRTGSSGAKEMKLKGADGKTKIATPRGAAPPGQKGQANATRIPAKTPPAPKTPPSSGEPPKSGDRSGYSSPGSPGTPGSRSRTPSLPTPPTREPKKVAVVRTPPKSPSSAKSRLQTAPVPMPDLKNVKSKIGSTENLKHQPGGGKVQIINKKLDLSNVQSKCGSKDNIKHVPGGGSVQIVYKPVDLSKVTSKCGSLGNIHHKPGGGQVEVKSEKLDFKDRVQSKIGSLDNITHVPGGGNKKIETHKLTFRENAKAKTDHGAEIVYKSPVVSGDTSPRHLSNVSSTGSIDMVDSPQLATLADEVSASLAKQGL
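Assay mix: 1 uM His-tagged tau, 30 uM sodium octadecylsulfate, thioflavine S dye in HEPES/NaCl/DTT buffer. Compound is added prior to the inducer. Fluorescence after 15 h at 37 C.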
CRE Fsk mod: modulators of forskolin-stimulated CRE signaling in CHO cells. CHO CRE-bla reporter (cAMP response element driving beta-lactamase), forskolin EC10, beta-lactamase ratio. Potency, µM (top dose mostly 38.2 µM), for the others: at the highest dose activity change, negative = inhibition, usual class: activators. hit rate 2.5% among 71,000. AID 662; active means well fitted activation curve with a large enough effect in the signal ratio, with a control signal flat, not every such curve was filed as active; inconclusive means small, poorly fitted or top-dose-only effect, or effect the other way, or a change in a side signal; the % refers to the signal ratio; further: potency means the concentration at half of the fitted maximal effect; % of control where 0% means no effect
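Using CellSensor CRE-bla CHO cells in Opti-MEM with 0.5% dialyzed FBS, compounds were titrated with EC10 NKH 477 for 3 h at 37 °C. CCF4 ratio (460/530 nm) gave %Activity; AC50 derived.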
HBB splice mod: hemoglobin beta splicing modulation | AID 925 | hit rate 0.06% among 65,000 | HBB splicing reporter cell assay, activation; EGFP reporter with mutant IVS2-654 intron; response scale: normalised to 500 nM splice-correcting PNA | Potency, µM (top dose mostly 46.1 µM), inactives show at the highest dose activation, most hits filed as activators; further: potency means the concentration at half of the fitted maximal effect; 0% is about no effect
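Compounds were applied for 2 days to HeLa EGFP-654 cells, 500/well in Optimem with 2% FCS. The reporter's EGFP is disrupted by mis-splicing of beta-globin intron IVS2-654. Readout: summed well GFP fluorescence from 488 nm laser scanning; reference was 500 nM antisense […] 654 PNA.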
* marks the source's active call; other numbers are inactive results; i = inactive; ? = inconclusive; . = no result given; [ ] = dose if it differs, or a comment. Unless noted, the call rests on the fitted dose curve; in most records, active means well fitted curve in the direction sought with a large enough effect; inconclusive means small, poorly fitted or top-dose-only effect, or another doubt; inactive means no such curve, though single readings can be large; an effect the other way counts as inactive or inconclusive. A portion of the library; count on the stated rates, not on these rows.

SMILES	Pol III holo inh	FLuc inh	ERK AVP inh	Rhodamine fluor	HADH2 inhib	Hsp90 Hop PPI	Texas Red fluor	15-hLO inh	Tau filament bind	CRE Fsk mod	HBB splice mod
COc1cc(C2C(C#N)=C(C)NC3=C2C(=O)CC(C)(C)C3)ccc1OCCO (stereo not given)	3%	-10%	-8%	.	-10%	-5%	.	0%	4%	-2%	0.7%
CCC(Sc1nncn1C)C(=O)Nc1nnc(-c2ccccc2Cl)s1 (stereo not given)	-4%	0%	.	.	-25%	0%	.	4%	-6%	?	-0.7%
C=CCOc1c(OC)cc(Cl)cc1C1NC(=O)NC(C)=C1C(C)=O (stereo not given)	-1%	0%	-5%	i	0%	0%	?	5%	0%	-1%	-0.9%
O=c1oc2ccccc2c2c1ncn2CCN1CCOCC1	-10%	-4%	-19%	.	13%	-2%	.	4%	14%	6%	0.0%
Cc1ccc(N2C(=O)c3ccccc3C2=O)cc1Cl	-12%	-3%	8%	i	5%	14%	i	2%	-15%	-3%	.
Cc1noc(C)c1CSCC(=O)NC1=NCCS1	3%	1%	1%	i	-12%	-1%	i	41%[activator]	-1%	1%	-0.2%[57.5 µM]
O=C(c1c(F)cccc1F)N1CCC(O)(c2cccnc2)CC1	-5%	-1%	-2%	i	0%	0%	i	1%	3%	1%	-10%
COc1ccccc1N=C1SC(C)CN1C(=O)C1CCC1 (stereo not given)	-6%	0%	7%	i	-6%	2%	?	5%	-4%	-19%	-2.9%
O=C(Nc1ccc(F)cc1F)c1cc(-c2ccco2)on1	1%	-23%	25%	i	-5%	0%	?	-28%	20µM*	?	-5.9%
COc1cc(-c2c(C#N)c(N)nc3c2CCCC3)ccc1O	-3%	-3%	?	i	-18%	-1%	i	-22%	-4%	?	.
Cc1noc(C)c1COC(=O)c1cc(=O)[nH]c2ccccc12	-4%	7%	4%	i	5%	0%	i	-20%	-3%	?	0.0%[57.5 µM]
O=C(CN(c1ccc(F)cc1)S(=O)(=O)c1ccc2c(c1)OCCO2)NCC1CCCO1 (stereo not given)	-4%	2%	-5%	i	3%	-6%	?	7%	-6%	8%	-2.1%[57.5 µM]
CCc1nc(SCC(=O)Nc2ccc3c(c2)OCCO3)c2oc3ccccc3c2n1	-3%	3%	?	i	17%	-6%	i	-15%	3%	0.4µM*	5.0%[0.369 µM]
COc1ccccc1CNc1cc(-c2ccccc2CN(C)C)ncn1	-2%	2%[2.29 µM]	12%	i	7%	-8%	i	14%	16%	-9%	-0.6%
COc1cc(C2c3c(oc4c(C)cc(C)cc4c3=O)C(=O)N2Cc2cccnc2)cc(OC)c1OC (stereo not given)	-4%	3%	-6%	i	9%	-4%	?	6%	5%	?	3.7%[57.5 µM]
Cc1noc(C)c1-c1cc(Nc2ccccc2)ncn1	-9%	1%[2.29 µM]	?	i	6%	10%	i	-20%	-4%	?	2.4%
Cc1noc(NS(=O)(=O)c2ccc(NC(=O)Nc3ccc(Cl)c(Cl)c3)cc2)c1C	0%	2%	-24%	i	-13%	2%	i	-12%	-6%	?	2.1%
COc1cccc(-c2noc(N)c2C#N)c1	0%	-2%	-3%	i	-3%	-3%	?	0%	8%	13%	1.7%
CCOC(=O)C1CCN(c2c(NCCCN(C)C3CCCCC3)c(=O)c2=O)CC1	0%	0%	-1%	.	-1%	1%	.	7%	-6%	-11%	0.0%
O=C(CSc1nnc(-c2cccnc2)o1)Nc1ccccn1	-6%	3%	5%	i	8%	-5%	i	0%	-5%	1%	-0.7%

CRE Fsk mod, entries above that show a hit
compound | Pol III holo inh | FLuc inh | HADH2 inhib | Hsp90 Hop PPI | Texas Red fluor | 15-hLO inh | Tau filament bind | CRE Fsk mod
CCc1nc(SCC(=O)Nc2ccc3c(c2)OCCO3)c2oc3ccccc3c2n1 | -3% | 3% | 17% | -6% | i | -15% | 3% | 0.4µM*

(list continues)
SMILES	Pol III holo inh	FLuc inh	ERK AVP inh	Rhodamine fluor	HADH2 inhib	Hsp90 Hop PPI	Texas Red fluor	15-hLO inh	Tau filament bind	CRE Fsk mod	HBB splice mod
CCn1c(=O)cc(SCC(=O)Nc2ccc3c(c2)OCO3)c2ccccc21	-2%	-4%	49%[activator]	i	-6%	?	i	-14%	40%	?	-1.2%
CSc1nnc(Cn2c(=O)sc3ccccc32)n1CCc1ccccc1	1%	-1%	3%	.	-12%	-2%	.	-8%	46%	?	-0.5%
Cc1cccc(CCNC(=O)CCc2nc(-c3ccccc3F)no2)c1	-5%	-2%	18%	i	3%	4%	i	-8%	6%	?	0.7%
Cc1csc(NC(=O)c2cnccn2)n1	-1%	-2%	27%	i	-7%	-24%	i	16%	7%	14%	-2.2%
N=c1sc2ccccc2n1CCS (tested in a mixture with another compound)	-2%[11.4 µM]	2%[11.4 µM]	1%[11.5 µM]	i	-9%[11.4 µM]	1%[11 µM]	i	-11%[11.4 µM]	-18%[11.4 µM]	-5%[7.6 µM]	2.9%[9.22 µM]
CC(c1ccccc1)n1cc(C(=O)NCC2COc3ccccc3O2)nn1 (stereo not given)	7%	3%	-8%	i	5%	-3%	?	2%	10%	-2%	.
COc1ccccc1CNC(=O)Cn1cnc2ccccc2c1=O	2%	0%	5%	i	-1%	-2%	?	-3%	-8%	1%	0.3%[57.5 µM]
O=C(O)c1cccc(N=Nc2c(S(=O)(=O)O)ccc3c2C(=O)c2ccccc2C3=O)c1O	-8%[11.4 µM]	-1%[11.4 µM]	0%[11.5 µM]	i	-18%[11.4 µM]	-17%[11 µM]	i	-11%[11.4 µM]	3.2µM*	-8%[7.6 µM]	2.0%[9.22 µM]
COc1ccc(-c2nc(-c3ccncc3)no2)cc1OC	-1%	?	-8%	i	2%	-1%	i	-2%	-4%	16%	-0.2%[57.5 µM]
Cc1ccnc(SCCn2c(N(C)Cc3ccccc3)nc3c2c(=O)n(C)c(=O)n3C)n1	-6%	-7%	.	.	?	-1%	.	13%	0%	-6%	-0.3%
Cc1cccc(N2CCN(C(=O)c3ccc(N4CCCC4=O)cc3)CC2C)c1 (stereo not given)	-3%	-2%	11%	i	-3%	-2%	?	-2%	14%	?	-0.6%
O=C(CSc1nc(O)c(Cc2ccccc2)c(=O)[nH]1)Nc1ccccc1	-1%	0%	-2%	.	?	-3%	.	2%	-12%	-9%	0.8%
CN(C)C(=O)c1ccc(-c2nc(Nc3ccccc3)c3ccccc3n2)cc1	-1%	-19%[2.29 µM]	?	i	7%	0%	i	-12%	16%	3.2µM*	0.4%
Cc1ccc(S(=O)(=O)N2CCSC2c2ccco2)cc1 (stereo not given)	-5%	5%	12%	i	6%	4%	?	5%	-1%	12%	1.1%
COc1ccccc1C1C=C(c2ccc(C)cc2)Nc2nnnn21 (stereo not given)	-7%	1%	-11%	i	-7%	14%	i	-19%	91%	?	2.6%[1.84 µM]
O/N=C1\CC/C(=N\O)c2nn(-c3ccc(Cl)cc3Cl)nc21	-8%	-2%	4%	i	-5%	1%	i	-4%	8%	10%	-0.1%
CCN1CCN(c2ncnc3sc(C(=O)Nc4ccccc4F)c(C)c23)CC1	-3%	-2%	10%	i	-9%	4%	?	-5%	8%	11%	0.8%
COC(=O)c1ccccc1NC(=O)COC(C)=O	-1%	1%	-23%	i	44%[activator]	?	i	1%	-8%	?	-3.4%

As entered above.
`Cc1cccc(N2CCN(C(=O)c3ccc(N4CCCC4=O)cc3)CC2C)c1` (stereo not given) in 15-hLO inh → -2%
`Cc1ccnc(SCCn2c(N(C)Cc3ccccc3)nc3c2c(=O)n(C)c(=O)n3C)n1` in HBB splice mod → -0.3%
`N=c1sc2ccccc2n1CCS` (tested in a mixture with another compound) in HBB splice mod → 2.9%[9.22 µM]
`Cc1csc(NC(=O)c2cnccn2)n1` in Tau filament bind → 7%
`CCn1c(=O)cc(SCC(=O)Nc2ccc3c(c2)OCO3)c2ccccc21` in Tau filament bind → 40%

Screening data (PubChem BioAssay)
